Mtb BioA inh: M. tuberculosis BioA enzyme inhibitors, primary screen, biochemical, plate reader, single point, HTS. purified M. tuberculosis BioA enzyme. inhibition, % at 9.99 µM. hit rate 0.096% among 360,000; in the data active = inhibition above about 40%
Starred values were filed as active, the others as inactive; & = joins results of further samples. This is a subset (hit frequency here may not be typical).

`O=C(Nc1ccccc1)N[C@@H]1CC[C@@H](CCn2cc(C3(O)CCCC3)nn2)O[C@H]1CO` gave Mtb BioA inh 2.5.
`CCC(=O)Nc1ccc2c(c1)OC[C@@H](C)N(C(=O)c1ccccn1)C[C@H](C)[C@@H](OC)CN(C)C2=O` gave Mtb BioA inh -3.0.
For Cc1ccc(S(=O)(=O)N(C)C[C@H]2Oc3cc(C#CC4CCCC4)ccc3S(=O)(=O)N([C@@H](C)CO)C[C@@H]2C)cc1 the results were Mtb BioA inh -0.3.
COC(=O)[C@H]1[C@H](CO)[C@H]2Cn3c(ccc(-c4cccc(F)c4)c3=O)[C@H]2N1C(=O)CC1CC1 was read as Mtb BioA inh 5.4.
`CO[C@@H]1CN(C)C(=O)c2cc(NC(=O)NC(C)C)ccc2OC[C@@H](C)N(C)C[C@H]1C` gave Mtb BioA inh -2.9.
For O=C(C1=C[C@@H](c2ccc(C(F)(F)F)cc2)C[C@@H](OCc2ccc(CO)cc2)O1)N1CCCCCCC1 the results were Mtb BioA inh -1.2.
O=C(C[C@H]1CC[C@@H]2[C@H](COC[C@H](O)CN2Cc2cccc(-c3ccncc3)c2)O1)N1CCOCC1 was read as Mtb BioA inh 0.8.
`Cc1noc(C)c1S(=O)(=O)Nc1ccc2c(c1)C(=O)N([C@@H](C)CO)C[C@@H](C)[C@H](CN(C)S(=O)(=O)c1ccccc1)O2` gave Mtb BioA inh -0.1.
O=C(NCC[C@@H]1CC[C@H](NC(=O)c2ccccc2F)[C@@H](CO)O1)c1cnccn1 was read as Mtb BioA inh -0.8.
`Cc1ccc(S(=O)(=O)NCC[C@@H]2CC[C@H](NC(=O)CCN3CCCCC3)[C@H](CO)O2)cc1` gave Mtb BioA inh 1.1.

The list goes on, starting with the last four of the part before.
O=C(C[C@H]1CC[C@@H]2[C@H](COC[C@H](O)CN2Cc2cccc(-c3ccncc3)c2)O1)N1CCOCC1 was read as Mtb BioA inh 0.8.
`Cc1noc(C)c1S(=O)(=O)Nc1ccc2c(c1)C(=O)N([C@@H](C)CO)C[C@@H](C)[C@H](CN(C)S(=O)(=O)c1ccccc1)O2` gave Mtb BioA inh -0.1.
O=C(NCC[C@@H]1CC[C@H](NC(=O)c2ccccc2F)[C@@H](CO)O1)c1cnccn1 was read as Mtb BioA inh -0.8.
`Cc1ccc(S(=O)(=O)NCC[C@@H]2CC[C@H](NC(=O)CCN3CCCCC3)[C@H](CO)O2)cc1` gave Mtb BioA inh 1.1.
`Cc1noc(C)c1NC(=O)Nc1ccc2c(c1)C(=O)N([C@@H](C)CO)C[C@H](C)[C@H](CN(C)S(=O)(=O)c1ccc(F)cc1)OCCCC[C@@H](C)O2` gave Mtb BioA inh 0.2.
`Cc1noc(C)c1NC(=O)N(C)C[C@H]1Oc2ccc(NC(=O)C3CC3)cc2CC(=O)N([C@@H](C)CO)C[C@@H]1C` gave Mtb BioA inh -0.6.
`O=C([C@@H]1[C@@H](CO)[C@@H]2Cn3c(cccc3=O)[C@H]1N2C(=O)c1ccccc1)N1CCCCC1` gave Mtb BioA inh -1.9.
O=C(C[C@H]1CC[C@H]2[C@@H](COC[C@H](O)CN2C(=O)c2ccccc2F)O1)N1CCCCC1 was read as Mtb BioA inh -1.8.
`O=C(C[C@@H]1CC[C@H]2[C@@H](COC[C@H](O)CN2C(=O)Nc2ccc(Cl)c(Cl)c2)O1)NCc1ccc(F)cc1` gave Mtb BioA inh -0.2.
`Cc1cc(C(=O)Nc2cccc3c2O[C@@H](CN(C)Cc2ccc(C(F)(F)F)cc2)[C@H](C)CN([C@H](C)CO)C3=O)n(C)n1` gave Mtb BioA inh 4.0.
`C[C@H]1CN([C@@H](C)CO)C(=O)c2cc(NS(=O)(=O)c3ccc(Cl)cc3)ccc2O[C@H]1CN(C)C` gave Mtb BioA inh -1.0.
CC(=O)N1[C@H](CO)[C@@H](c2ccccc2)[C@@H]1CN(CC1CCC1)C(=O)CC1CC1 was read as Mtb BioA inh -1.5.
`C[C@@H]1CN([C@@H](C)CO)S(=O)(=O)c2ccc(C#CCN(C)C)cc2O[C@@H]1CN(C)S(=O)(=O)c1cccc(F)c1` gave Mtb BioA inh 5.9.
Screening O=C(C[C@@H]1CC[C@H]2[C@@H](COC[C@H](O)CN2C(=O)Nc2ccc(F)cc2)O1)NCC1CC1 returned Mtb BioA inh 1.6.
Screening C[C@@H]1CCCCO[C@@H](CN(C)Cc2ccc(C(=O)O)cc2)[C@@H](C)CN([C@@H](C)CO)C(=O)c2cc(NC(=O)Cc3ccccc3)ccc2O1 returned Mtb BioA inh 0.7.
`C[C@H](CO)N1C[C@H](C)[C@H](CN(C)C(=O)CN(C)C)Oc2ncc(-c3ccccc3F)cc2C1=O` gave Mtb BioA inh -5.3.
`COCC(=O)Nc1ccc2c(c1)C(=O)N(C)C[C@H](OC)[C@@H](C)CN(Cc1ccncc1)[C@@H](C)CO2` gave Mtb BioA inh -2.8.
`CCCC(=O)Nc1ccc2c(c1)OC[C@H](C)N(CC1CCOCC1)C[C@@H](C)[C@@H](OC)CN(C)C2=O` gave Mtb BioA inh 0.9.
`C[C@H](CO)N1C[C@H](C)[C@H](CN(C)Cc2ccncc2)Oc2ncc(-c3cccc(F)c3)cc2C1=O` gave Mtb BioA inh -1.5&-0.8.
For Cc1ccc(S(=O)(=O)N(C)C[C@H]2Oc3c(NC(=O)c4cc(C)nn4C)cccc3C(=O)N([C@H](C)CO)C[C@H]2C)cc1 the results were Mtb BioA inh -6.0.
For O=C(C[C@@H]1CC[C@H]2[C@@H](COC[C@H](O)CN2C(=O)c2cnccn2)O1)NCc1ccc(F)cc1 the results were Mtb BioA inh 1.2.
Screening COC(=O)[C@@H]1[C@@H](CO)[C@@H]2Cn3c(cccc3=O)[C@@H]2N1CC1CC1 returned Mtb BioA inh -1.6.
Screening C[C@H]1CN([C@@H](C)CO)C(=O)Cc2cc(NC(=O)Nc3cccc4ccccc34)ccc2O[C@H]1CN(C)CC1CCCCC1 returned Mtb BioA inh -2.0.
For NCC[C@H]1CC[C@H](NC(=O)C2CCCCC2)[C@H](CO)O1 the results were Mtb BioA inh 2.9.

A draw from above in order of length of the SMILES, descending.
Screening C[C@@H]1CCCCO[C@@H](CN(C)Cc2ccc(C(=O)O)cc2)[C@@H](C)CN([C@@H](C)CO)C(=O)c2cc(NC(=O)Cc3ccccc3)ccc2O1 returned Mtb BioA inh 0.7.
For O=C(C[C@@H]1CC[C@H]2[C@@H](COC[C@H](O)CN2C(=O)c2cnccn2)O1)NCc1ccc(F)cc1 the results were Mtb BioA inh 1.2.
`C[C@H](CO)N1C[C@H](C)[C@H](CN(C)C(=O)CN(C)C)Oc2ncc(-c3ccccc3F)cc2C1=O` gave Mtb BioA inh -5.3.
Screening COC(=O)[C@@H]1[C@@H](CO)[C@@H]2Cn3c(cccc3=O)[C@@H]2N1CC1CC1 returned Mtb BioA inh -1.6.

For convenience, two of the compounds above.
Screening C[C@H]1CN([C@@H](C)CO)C(=O)Cc2cc(NC(=O)Nc3cccc4ccccc34)ccc2O[C@H]1CN(C)CC1CCCCC1 returned Mtb BioA inh -2.0.
For NCC[C@H]1CC[C@H](NC(=O)C2CCCCC2)[C@H](CO)O1 the results were Mtb BioA inh 2.9.

(further entries)
For Cc1ccc(S(=O)(=O)N(C)C[C@H]2Oc3ccc(NC(=O)NC4CCCCC4)cc3CC(=O)N([C@H](C)CO)C[C@H]2C)cc1 the results were Mtb BioA inh -1.4.
CN(C)CC(=O)Nc1ccc2c(c1)[C@@H]1C[C@H](CC(=O)NCc3cccc(F)c3)O[C@H](CO)[C@@H]1O2 was read as Mtb BioA inh -1.3.
Screening C[C@@H]1CN([C@H](C)CO)C(=O)c2cc(NC(=O)Nc3ccc(C(F)(F)F)cc3)ccc2O[C@H]1CN(C)Cc1ccc2c(c1)OCO2 returned Mtb BioA inh -3.9.
CCCNC(=O)N[C@H]1CC[C@H](CCn2cc(C3CC3)nn2)O[C@H]1CO was read as Mtb BioA inh 3.1.
For CO[C@@H]1CN(C)C(=O)c2cc(NC(C)=O)ccc2OC[C@@H](C)N(C(=O)CN(C)C)C[C@H]1C the results were Mtb BioA inh -2.7.
For C[C@@H]1CCCCO[C@H](CN(C)Cc2ccc3c(c2)OCO3)[C@@H](C)CN([C@H](C)CO)C(=O)c2cc(NS(C)(=O)=O)ccc2O1 the results were Mtb BioA inh 3.5.
Screening CCCNC(=O)C[C@@H]1CC[C@@H]2[C@@H](COc3ccc(NC(=O)Nc4cccc(C)c4)cc3C(=O)N2C)O1 returned Mtb BioA inh -1.1.
`CCNC(=O)C[C@@H]1CC[C@@H]2[C@H](COC[C@H](O)CN2Cc2ccccc2F)O1` gave Mtb BioA inh -3.4.
Screening O=S(=O)(c1cccc(F)c1)N1CC[C@H]2[C@H](CO)Nc3ccc(-c4cccc(F)c4)cc3[C@H]21 returned Mtb BioA inh -2.4.
C[C@H](CO)N1C[C@H](C)[C@H](CN(C)C(=O)Nc2ccccc2)Oc2c(NC(=O)c3ccc(-c4nccs4)cc3)cccc2C1=O was read as Mtb BioA inh -1.3.
`Cc1ccc(S(=O)(=O)N[C@@H]2CC[C@@H](CC(=O)NCc3ccccc3F)O[C@@H]2CO)cc1` gave Mtb BioA inh 2.6.
`C[C@@H]1CN([C@H](C)CO)C(=O)c2cccc(NC(=O)Nc3ccccc3)c2O[C@@H]1CN(C)S(=O)(=O)c1cn(C)cn1` gave Mtb BioA inh -2.1.
For C[C@@H]1CN([C@@H](C)CO)S(=O)(=O)c2ccc(C#Cc3ccccn3)cc2O[C@@H]1CN(C)Cc1cccc(F)c1 the results were Mtb BioA inh 0.5.
`C[C@@H]1CN([C@H](C)CO)C(=O)c2cccc(NC(=O)Nc3ccc(F)cc3)c2O[C@H]1CN(C)Cc1ccc(Cl)c(Cl)c1` gave Mtb BioA inh -2.4.
`CCCN(C)C[C@H]1Oc2cc(/C=C/c3ccccc3)ccc2S(=O)(=O)N([C@@H](C)CO)C[C@H]1C` gave Mtb BioA inh 1.3.
For CO[C@H]1CN(C)C(=O)c2cc(NC(C)=O)ccc2OC[C@H](C)N(Cc2ccccn2)C[C@H]1C the results were Mtb BioA inh 0.1.
C[C@@H]1CCCCO[C@H](CN(C)Cc2ccccc2)[C@@H](C)CN([C@H](C)CO)C(=O)c2cc(NC(=O)NC3CCCCC3)ccc2O1 was read as Mtb BioA inh -1.4.
[N-]=[N+]=Nc1ccccc1C[C@@]1(C(=O)NCCN2CCOCC2)N=C(c2ccc(OCCCO)cc2)O[C@@H]1c1ccccc1N=[N+]=[N-] was read as Mtb BioA inh 0.3.
`O=C(NC[C@@H]1[C@@H](c2ccccc2)[C@@H](CO)N1C(=O)C1CCC1)NC1CCCC1` gave Mtb BioA inh -0.4.
`C[C@H]1CN([C@@H](C)CO)C(=O)c2cc(NC(=O)Nc3ccc(C(F)(F)F)cc3)ccc2O[C@H]1CN(C)Cc1ccc(C(=O)O)cc1` gave Mtb BioA inh 1.0.
C[C@@H]1CN([C@@H](C)CO)C(=O)c2cc(C3=CCCC3)cnc2O[C@@H]1CN(C)S(=O)(=O)c1cn(C)cn1 was read as Mtb BioA inh -2.3.
Screening COCC(=O)Nc1ccc2c(c1)C(=O)N(C)C[C@H](OC)[C@H](C)CN(C(=O)Cc1ccccn1)[C@@H](C)CO2 returned Mtb BioA inh 1.5.
`O=C(NCC[C@H]1CC[C@H](NC(=O)C2CCCC2)[C@H](CO)O1)c1cnccn1` gave Mtb BioA inh 1.7.
`N#C[C@@H]1[C@H](c2ccccc2)[C@@H](CO)N1C(=O)CCN1CCCCC1` gave Mtb BioA inh 0.7.
For N#Cc1ccc(-c2ccc3c(c2)[C@H]2[C@H](CCN2S(=O)(=O)c2ccccc2F)[C@@H](CO)N3)cc1 the results were Mtb BioA inh 1.0.
For C[C@@H]1CN([C@@H](C)CO)C(=O)c2cc(NC(=O)Nc3cccc4ccccc34)ccc2O[C@@H]1CN(C)Cc1ccc2c(c1)OCO2 the results were Mtb BioA inh -2.5.
`C[C@@H]1CCCCO[C@@H](CN(C)S(=O)(=O)c2cccs2)[C@@H](C)CN([C@@H](C)CO)C(=O)c2cc(NC(=O)CCCN(C)C)ccc2O1` gave Mtb BioA inh -2.9.
`COCC(=O)Nc1ccc2c(c1)C(=O)N(C)C[C@@H](OC)[C@H](C)CN(C(=O)c1cnccn1)[C@@H](C)CO2` gave Mtb BioA inh -1.5.
C[C@@H]1CN([C@H](C)CO)C(=O)c2cc(C#CC3(O)CCCC3)cnc2O[C@@H]1CN(C)Cc1ccccc1 was read as Mtb BioA inh 0.5.
C[C@@H]1CN([C@@H](C)CO)C(=O)c2cc(NC(=O)Nc3cccc4ccccc34)ccc2O[C@@H](C)CCCCO[C@@H]1CN(C)C(=O)c1ccccc1 was read as Mtb BioA inh -3.5.
COc1ccccc1CNC(=O)C[C@@H]1C[C@@H]2c3cc(NC(=O)c4ccc5c(c4)OCO5)ccc3O[C@@H]2[C@H](CO)O1 was read as Mtb BioA inh -1.5.
For Cc1cc(C(=O)Nc2cccc3c2O[C@H](CN(C)Cc2ccc(-c4ccccc4)cc2)[C@@H](C)CN([C@@H](C)CO)C3=O)n(C)n1 the results were Mtb BioA inh 1.7.
For O=C(C[C@@H]1C[C@@H]2c3cc(NC(=O)c4cccnc4)ccc3O[C@@H]2[C@@H](CO)O1)NCc1cc(F)ccc1F the results were Mtb BioA inh 17.
Screening C[C@@H]1CN([C@@H](C)CO)C(=O)c2cc(NC(=O)NC3CCCCC3)ccc2O[C@@H](C)CCCCO[C@H]1CN(C)C(=O)Nc1ccc2c(c1)OCO2 returned Mtb BioA inh 0.0.
For CC(=O)NC[C@@H]1[C@H](c2ccccc2)[C@H](CO)N1C(=O)Cc1cccnc1 the results were Mtb BioA inh 7.7.
For C[C@@H]1CCCCO[C@H](CN(C)Cc2ccccc2)[C@H](C)CN([C@H](C)CO)C(=O)c2cc(NC(=O)c3ccncc3)ccc2O1 the results were Mtb BioA inh 1.7.
`O=C(C[C@@H]1CC[C@H](NC(=O)CC2CC2)[C@H](CO)O1)NCC(F)(F)F` gave Mtb BioA inh 1.3.
`C[C@H](CO)N1C[C@H](C)[C@@H](CN(C)S(=O)(=O)c2ccccc2)OCCCC[C@H](C)Oc2ccc(NC(=O)Nc3ccc(F)cc3)cc2C1=O` gave Mtb BioA inh 2.4.
For CO[C@@H]1CN(C)C(=O)c2cc(NS(=O)(=O)c3ccccc3F)ccc2OC[C@H](C)NC[C@@H]1C the results were Mtb BioA inh -1.9.

Compound activity: PubChem, Broad Institute
